Compound activity (PubChem BioAssay)
COUP-TFII inh = NR2F2 transcriptional activity inhibitors, primary screen, cell-based, luciferase reporter, HEK293T, luminescence; COUP transcription factor 2 (Homo sapiens), P24468; HEK293T NGFI-A luciferase reporter; inhibition, % at 8.6 µM; 370,000 tested, 0.7% active;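 active = inhibition above a per-plate cutoff, mean inhibition of test wells between control levels plus 3 SD, cut at about 38% in these data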;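 note: cells cotransfected with COUP-TFII expression vector driving the NGFI-A reporter; 0% = median of COUP-TF2 test wells and 100% = reporter-only cells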
Target sequence (P24468 whole entry, looked up): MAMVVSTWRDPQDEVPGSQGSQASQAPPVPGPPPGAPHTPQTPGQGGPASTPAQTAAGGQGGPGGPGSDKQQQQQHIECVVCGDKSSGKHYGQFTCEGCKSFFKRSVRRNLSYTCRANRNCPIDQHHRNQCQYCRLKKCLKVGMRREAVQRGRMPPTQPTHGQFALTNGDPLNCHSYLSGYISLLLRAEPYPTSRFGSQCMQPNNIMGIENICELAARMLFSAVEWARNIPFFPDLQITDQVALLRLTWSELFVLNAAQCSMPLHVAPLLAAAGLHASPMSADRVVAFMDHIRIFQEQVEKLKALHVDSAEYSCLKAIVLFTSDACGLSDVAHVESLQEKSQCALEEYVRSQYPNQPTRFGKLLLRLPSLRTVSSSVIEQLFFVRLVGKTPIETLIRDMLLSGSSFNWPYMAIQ
LRH-1 inv ag = LRH-1 (NR5A2) inverse agonists, primary screen, cell-based, luminescence, HEK293T, StAR-luciferase reporter | AID 602396, 2012 | inhibition, % at 3.6 µM | LRH-1 transfected, 24 h | 360,000 tested, 0.13% active | Nuclear receptor subfamily 5 group A member 2 (Homo sapiens), O00482;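 active = inhibition above the mean inhibition of all tested compounds plus 3 SD, cut at about 73% in these data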;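 note: 0% = DMSO wells and 100% = reporter-only cells lacking LRH-1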
NCOA1 inh = SRC1 coactivator transcriptional activity inhibitors, primary screen, cell-based, luminescence | inhibition, % at 3.6 µM | HEK293 GAL4-SRC1 luciferase reporter | 360,000 tested, 0.12% active | Nuclear receptor coactivator 1 (Homo sapiens), Q15788;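 active = inhibition above the campaign mean plus 3 SD, with each screening campaign given its own cutoff, cut at about 60% in these data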;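 note: 0% = DMSO treated cells and 100% = gossypol at 36 µM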
EBV LMP1 NFkB = EBV LMP1-driven NF-kappaB luciferase reporter inhibitors, primary screen, cell-based, luminescence, single point; LMP1-induced NF-kappaB luciferase reporter cells; inhibition, % at 12.5 µM; 350,000 tested, 0.69% active; in the data active = inhibition above about 41%;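 note: 0% = neutral control wells and 100% = reference inhibitor control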
NOD2-RIPK2 inh = NOD2-RIPK2 binding disruptors in cells, primary screen, fluorescence, CHO cells, BLA complementation; inhibition, % at 4.98 µM; CCF4 ratio; 360,000 tested, 0.38% active; AID 624267, 2012; Receptor-interacting serine/threonine-protein kinase 2 (Homo sapiens), O43353; in the data active = inhibition above about 21%;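 note: 0% = vehicle only and 100% = reference blocker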
Target sequence (O43353 whole entry, looked up): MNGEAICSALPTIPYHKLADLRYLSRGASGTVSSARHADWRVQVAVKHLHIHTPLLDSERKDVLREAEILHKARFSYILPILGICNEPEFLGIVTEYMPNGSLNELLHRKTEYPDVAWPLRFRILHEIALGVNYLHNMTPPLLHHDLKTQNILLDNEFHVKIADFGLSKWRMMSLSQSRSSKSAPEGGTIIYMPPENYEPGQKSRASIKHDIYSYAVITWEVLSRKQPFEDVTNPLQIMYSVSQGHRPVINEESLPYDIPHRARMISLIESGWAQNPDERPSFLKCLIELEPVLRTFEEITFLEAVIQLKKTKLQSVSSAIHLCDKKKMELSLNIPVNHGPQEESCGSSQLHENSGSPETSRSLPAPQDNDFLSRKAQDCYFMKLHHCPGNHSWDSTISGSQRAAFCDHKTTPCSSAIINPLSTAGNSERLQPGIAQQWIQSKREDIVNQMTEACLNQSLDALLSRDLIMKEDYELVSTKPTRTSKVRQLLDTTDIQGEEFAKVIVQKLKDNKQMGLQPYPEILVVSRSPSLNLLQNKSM
MC4R antagonist = MC4R antagonists of cAMP signaling, primary screen, cell-based, TR-FRET, antagonist arm of biased-ligand search; 360,000 tested, 0.48% active; inhibition, % at 6.5 µM; Melanocortin receptor 4 (Homo sapiens), P32245; AID 540295, 2011; MC4R-expressing cells, MTII-stimulated cAMP, LANCE TR-FRET;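 active = inhibition above its plate's cutoff, the mean of tested wells on that plate plus 3 SD, cut at about 29% in these data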;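 note: 0% = Melanotan II alone and 100% = Melanotan II plus saturating MCL0020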
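Material: U2OS-MC4R stable cell line | Reagent: Melanotan II challenge after compound preincubation | Doses: One concentration, 6.5 µM nominal | Incubation: 30-min compound preincubation, 1-h Melanotan II challenge, 1-h detection, room temperature | Signal: TR-FRET cAMP assay | Replicates: One well per compound, no replicates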
MC4R ag barr = MC4R agonists recruiting beta-arrestin, primary screen, cell-based, luminescence, agonist arm of biased-ligand search; Melanocortin receptor 4 (Homo sapiens), P32245; U2OS MC4R beta-arrestin complementation; percent of melanotan II response, DMSO zero; activation, % at 8.9 µM; 360,000 tested, 0.98% active;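 active = activation above a per-plate cutoff, the mean activation of sample wells on that plate plus 3 SD, cut at about 8% in these data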
ABHD5 PLIN5 PPI = ABHD5-PLIN5 interaction inhibitors, primary screen, cell lysate, split luciferase complementation, luminescence; Perilipin-5 (Homo sapiens) + 1-acylglycerol-3-phosphate O-acyltransferase ABHD5 (Homo …; Split G. princeps luciferase complementation, 4 h; inhibition, % at 4 µM; 360,000 tested, 0.78% active;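 active = inhibition above the mean inhibition across every tested compound plus 3 SD, cut at about 22% in these data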;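 note: 0% = DMSO only wells and the 100% control is not disclosed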
TLR9-MyD88 block = inhibitors of TLR9-MyD88 association in cells, primary screen, cell-based, CHO, BLA complementation, fluorescence; Toll-like receptor 9 (Homo sapiens) + Myeloid differentiation primary response protein …; CCF4 FRET ratio; inhibition, % at 4.98 µM; 340,000 tested, 0.21% active; AID 504734, 2011;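 active = inhibition above the mean over all tested compounds plus 3 SD, cut at about 21% in these data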;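 note: 0% = DMSO only wells and 100% = clavulanate BLA inhibitor control wells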
NCOA3 inh = SRC3 coactivator transcriptional activity inhibitors, primary screen, cell-based, luminescence. Nuclear receptor coactivator 3 (Homo sapiens), Q9Y6Q9. HEK293 GAL4-SRC3 luciferase reporter. inhibition, % at 3.6 µM. 360,000 tested, 0.17% active. AID 588352, 2011;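 active = inhibition above a per-campaign cutoff, the mean of all compounds plus 3 SD, cut at about 60% in these data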;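 note: 0% = DMSO-treated cells and 100% = gossypol-treated cells at 36 µM; higher means less SRC3-driven luciferase light from the GAL4 reporter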
SRC2 inh = inhibition of GAL4-SRC2 driven luciferase reporter, primary screen, SRC2 inhibitor project, cell-based, luminescence | inhibition, % at 9 µM | Nuclear receptor coactivator 2 (Homo sapiens), Q15596 | HEK293 GAL4-SRC2 luciferase reporter | AID 651957, 2012 | 370,000 tested, 0.17% active;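 active = inhibition above the mean inhibition of all tested compounds plus 3 SD, set per campaign, cut at about 52% in these data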;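 note: 0% = DMSO treated cells and 100% = cells given Gossypol at 36 µM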
Starred values were filed as active, the others as inactive; . = no result given.

LRH-1 inv ag,COUP-TFII inh,NCOA3 inh,EBV LMP1 NFkB,TLR9-MyD88 block,NOD2-RIPK2 inh,MC4R ag barr,ABHD5 PLIN5 PPI,MC4R antagonist,NCOA1 inh,SRC2 inh,canonical_smiles
-6,-3,12,-1,-3,-3,-3.3,2,8,-18,4,Cc1cc(NC(=O)CSc2nnc3ccccn23)no1
14,-7,3,5,3,-6,-1.2,5,4,-5,-18,CC1CN(CCC(=O)Nc2ccccc2F)CC(C)O1 (stereo unspecified)
27,.,-19,-14,2,0,-1.6,-20,-6,-32,.,COc1ccc(C2NC(=O)NC3=C2CCc2ccccc23)cc1 (stereo unspecified)
-17,-15,11,-2,-2,3,-2.2,-6,1,9,-6,N#CCCN(C(=O)COC(=O)C12CC3CC(CC(O)(C3)C1)C2)c1ccc(F)cc1
-5,9,-6,12,1,5,-0.5,-4,1,-4,2,CCc1ccc(-c2cc(C)no2)cc1S(=O)(=O)N1CCN(c2cc(C)ccc2C)CC1
-11,15,-3,14,-2,-5,0.6,11,-1,-13,4,Cc1[nH]c(-c2ccco2)nc1C(=O)O
12,4,19,-1,1,-5,1.7,0,1,14,19,CCN(C[C@H]1N[C@@](C)(C(=O)OC)[C@H]2C(=O)N(Cc3ccccc3)C(=O)[C@@H]12)C(=O)Nc1ccc(C)cc1
-4,-7,-18,-1,-3,-13,-0.3,2,7,-18,15,O=C(O)c1cc(S(=O)(=O)NCCOc2ccccc2)ccc1Cl
-2,-18,-38,6,5,-26,1.3,-4,1,-78,-55,O=C(N/N=C/c1cccnc1)c1ccccc1Cl
11,-13,2,1,2,5,-0.4,-4,3,3,12,Cc1ccc(-n2nc3c(c2NC(=O)c2ccco2)CS(=O)(=O)C3)cc1
-1,2,16,14,-1,4,0.0,3,17,10,5,COc1ccc(CCNc2cc(-c3ccccc3)nc3ncnn23)cc1
9,13,4,6,5,0,1.6,-1,-1,-13,-8,C=CCC(COCc1ccccc1)NS(=O)(=O)c1ccccc1Br (stereo unspecified)
-7,-13,-22,-7,-6,-1,-1.7,-6,5,-28,2,COc1ccccc1C(=O)NNC(=O)c1ccc(O)cc1
26,45*,18,.,.,6,-0.9,2,6,16,-8,Cc1c(C(=O)NCc2ccc3c(c2)OCCO3)sc(=O)n1Cc1ccc(S(=O)(=O)N(C)C)cc1
-58,-7,-24,16,4,7,-0.6,-4,-3,-30,-47,O=C(CCc1ccccc1)Nc1ccccc1OC(=O)c1ccccc1
19,16,4,2,-2,0,-1.1,-6,7,6,5,CCCc1nc2oc(C(=O)OCC)c(N)c2c2c1COC(C)(C)C2
37,14,-17,-9,9,1,0.7,2,5,-7,-3,O=C(CSc1cn[nH]n1)Nc1ccc(Cl)cc1Cl
-13,-12,1,2,0,6,0.2,-3,10,-3,3,O=C(Cn1nnc2ccccc21)N/N=C\c1cccs1
14,-29,2,1,-6,-12,1.5,-4,4,4,-19,O=C(Nc1ccccc1-c1nnc(SCc2ccccc2Cl)o1)c1ccccc1
23,0,11,-2,0,-1,1.5,8,-8,-6,-22,COc1cc(C=C2C(=O)OC(C)(C)OC2=O)cc(Cl)c1OCC(=O)Nc1ccccc1
0,2,-6,8,-4,-5,-0.9,-12,-5,8,-4,Cc1ccc(-n2c(SCC(=O)NCC3CCCO3)nc3ccccc3c2=O)cc1C (stereo unspecified)
17,-4,13,-1,0,1,0.3,-1,1,-3,-34,CCCC(=O)Nc1ccccc1NC(=O)CN(C)S(=O)(=O)c1ccc(C)cc1
3,11,-24,.,.,-4,-0.9,-1,-5,-5,11,CC1(C(=O)NS(=O)(=O)c2ccccc2Cl)CCN1C(=O)CC(c1ccccc1)c1ccccc1 (stereo unspecified)
-2,12,.,.,.,-1,.,0,.,.,-11,CCOC(=O)[C@]12CCCC=C1N(Cc1ccc3c(c1)OCO3)C(=O)[C@H](CC(=O)NCCCOC)C2
1,-1,26,5,-12,3,0.1,-1,5,-6,-6,CCCCCCCNC(=O)C1(CC2CC(c3ccc(Cl)cc3)=NO2)CCN(C(=O)OC(C)(C)C)CC1 (stereo unspecified)
-5,-8,9,-1,-7,-11,-2.1,-4,-2,-26,-2,CC(=O)NCC(=O)NC(Cc1ccccc1)C(N)=O (stereo unspecified)
1,-2,14,5,-4,-2,1.4,2,30*,1,1,CCOP(=O)(OCC)C(NC(=O)Nc1cccc(Cl)c1)c1ccccc1 (stereo unspecified)
1,-20,-12,-4,-5,-15,2.1,-3,1,-2,9,Cc1cc2c(cc1S(=O)(=O)NCc1ccccc1Cl)OCCN2C
-8,2,4,3,-4,0,-0.7,1,17,-2,-15,CCc1ccc(C(=O)NC(C(=O)O)C(C)C)cc1 (stereo unspecified)
11,-10,18,7,-2,4,0.3,-2,5,-14,5,CCN(CC)C(=O)c1sc2nc(N3CCOCC3)c3c(c2c1N)CCCC3
26,-4,18,-7,4,12,-0.6,0,7,-4,-28,Cc1ccc2cccc(NC(=S)NC(=O)c3ccn(C)n3)c2n1
7,-7,17,1,-3,-2,0.4,10,14,-1,-15,Cc1ccc(-c2c[n+](CC(=O)Nc3nc(-c4ccccc4)cs3)c3n2CCC3)cc1
-48,-9,-16,-4,-1,-13,-1.2,-10,3,-34,-10,c1ccc(CSc2nnc(Cc3ccccn3)o2)cc1
-17,-12,21,-15,1,-2,-1.1,-1,4,13,0,CCOc1ccc(S(=O)(=O)NCC2CCCO2)cc1 (stereo unspecified)
6,-2,6,-1,0,-16,-1.6,0,-4,-16,-13,CC(C)(O)C#Cc1ccc(CN2CCN(CCc3ccccc3)C(CCO)C2)s1 (stereo unspecified)
-1,7,2,-6,4,0,1.8,-4,6,9,-17,CN1C(=O)[C@H]2[C@@H](c3ccc(C(F)(F)F)cc3)N[C@]3(CCCN(Cc4ccc(C(F)(F)F)cc4)C3=O)[C@H]2C1=O
-13,-6,26,11,0,-9,3.3,-2,-7,-13,-5,Cc1csc(NC(=O)CSc2nnc3c4ccccc4nc(C(C)(C)C)n23)n1
6,-17,-2,-5,0,3,-1.1,0,12,-2,-2,N#CC1(NC(=O)COC(=O)CNC(=O)c2sc3ccccc3c2Cl)CCCCC1
-1,-2,-21,2,1,-14,0.0,6,4,7,-15,CSc1ccccc1N=CC1=C(O)CC(C)(C)CC1=O
21,4,23,12,5,6,-3.0,-1,13,-8,5,COc1cc(C(C)=O)ccc1OCC(=O)OCCCOC(=O)COc1ccc(C(C)=O)cc1OC
-36,-7,-86,-20,-3,-12,-2.3,-1,3,-45,-16,O=[N+]([O-])c1cccc(/C=N/N2CCN(c3ccccn3)CC2)c1
6,20,-18,6,-4,-1,-1.2,9,10,-4,0,CCOC(=O)C1CCN(C(=O)c2ccc(SC)cc2OC)CC1
3,17,12,1,-5,-7,-0.6,-3,-2,-5,-10,CC1=[N+]([O-])C(C)(C)C(C)N(O)C1=O (stereo unspecified)
-88,-21,-54,51*,-2,1,-0.3,-5,5,-59,-36,O=C1C=C(c2cc3ccccc3s2)CCC1
-8,2,20,-3,-8,9,-1.0,9,13,-4,15,COC(=O)CCSCC(=O)Nc1ccc(S(=O)(=O)N2CCOCC2)cc1OC
8,4,-8,3,2,16,5.3,16,3,8,-33,Cc1cc(C)n(-c2nc(NCCN(C)C)c3c4c(sc3n2)CCCC4)n1
-1,-10,5,1,-3,2,-2.2,1,4,5,18,CCC(Cc1ccccc1)NS(=O)(=O)c1csc(C(N)=O)c1 (stereo unspecified)
-26,-2,-42,-4,-1,2,-1.3,3,6,-72,-18,Oc1ccc(Cl)cc1/C=N/c1nc2ccccc2[nH]1
9,0,-7,-6,-9,8,-2.4,0,-3,-11,-5,O=C(CSc1nc2ccccc2o1)N1CCOCC1
3,-7,-4,7,8,-1,0.4,2,5,-6,-24,COc1ccccc1NC=C1C(=O)OC(C)(C)OC1=O
8,0,-20,-1,-7,-2,-2.4,3,-1,-4,-40,CCN(c1ccc2c(c1)OCO2)S(=O)(=O)c1cc2c(cc1Br)CCN2C(=O)C1CC1

Some of the compounds tested, so the mix of outcomes need not match the whole.
